Compound activity from PubChem.
Mtb BioA inh = M. tuberculosis BioA enzyme inhibitors, primary screen, biochemical, plate reader, single point, HTS; inhibition, % at 9.99 µM; purified M. tuberculosis BioA enzyme; AID 602481, 2012; 360,000 compounds, 0.096% hits; 7,8-diaminopelargonic acid synthase BioA (Mycobacterium tuberculosis); in the data active means inhibition above about 40%; inconclusive means no clear call, values can overlap the other calls
Mtb FBA inh = Mtb FBA enzyme inhibitors, primary screen, biochemical, fluorescence, strain H37Rv. Fructose-bisphosphate aldolase (Mycobacterium tuberculosis (strain ATCC 25618 / H37Rv)), …. purified M. tuberculosis FBA, fluorescence read-out. inhibition, % at 1 µM. 360,000 compounds, 2.3% hits. AID 588726, 2011; in the data active means inhibition above about 27%;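 further: 0% = vehicle and 100% = reference inhibitor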
Anthrax LF inh2 = Bacillus anthracis LF protease inhibitors, primary screen, biochemical, multiplex microsphere, MLPCN library; multiplex microsphere protease cleavage assay; Lethal factor (Bacillus anthracis), P15917; inhibition, % at 10 µM; 360,000 compounds, 0.12% hits; further: plate controls were buffer without enzyme for full effect and enzyme alone for no effect
Target sequence (P15917 whole entry, looked up): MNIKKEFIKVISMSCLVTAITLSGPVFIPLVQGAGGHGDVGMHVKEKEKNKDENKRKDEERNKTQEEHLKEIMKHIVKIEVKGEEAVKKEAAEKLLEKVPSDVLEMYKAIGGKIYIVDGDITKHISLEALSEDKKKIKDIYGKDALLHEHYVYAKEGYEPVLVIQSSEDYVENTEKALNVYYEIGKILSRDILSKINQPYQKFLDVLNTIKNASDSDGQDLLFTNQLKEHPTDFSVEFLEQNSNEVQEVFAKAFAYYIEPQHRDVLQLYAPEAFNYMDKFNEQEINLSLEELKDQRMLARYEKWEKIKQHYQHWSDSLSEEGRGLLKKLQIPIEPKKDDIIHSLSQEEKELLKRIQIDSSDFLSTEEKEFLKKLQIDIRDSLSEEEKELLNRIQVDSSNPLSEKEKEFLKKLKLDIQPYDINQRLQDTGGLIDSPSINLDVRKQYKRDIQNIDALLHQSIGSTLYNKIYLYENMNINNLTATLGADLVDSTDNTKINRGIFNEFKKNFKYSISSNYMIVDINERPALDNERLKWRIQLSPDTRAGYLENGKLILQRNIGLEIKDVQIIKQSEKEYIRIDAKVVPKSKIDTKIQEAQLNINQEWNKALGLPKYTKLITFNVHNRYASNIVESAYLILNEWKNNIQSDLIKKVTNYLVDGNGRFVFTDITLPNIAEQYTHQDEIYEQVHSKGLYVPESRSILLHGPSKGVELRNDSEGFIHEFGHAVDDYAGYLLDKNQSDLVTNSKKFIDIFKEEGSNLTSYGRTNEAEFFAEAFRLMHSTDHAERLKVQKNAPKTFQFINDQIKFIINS
Mtb UGM inh = M. tuberculosis UGM enzyme inhibitors, primary screen, biochemical, fluorescence polarization, single point; inhibition, % at 10 µM; purified UGM, fluorescence polarization probe displacement; AID 504406, 2011; 320,000 compounds, 0.06% hits; UDP-galactopyranose mutase (Mycobacterium tuberculosis (strain ATCC 25618 / H37Rv)), …; in the data active means inhibition above about 10%, passing the limit was not always enough; inconclusive means no clear call, values can overlap the other calls
BoNT A protease = BoNT/A light chain protease inhibitors, primary screen, biochemical, flow cytometry, MLPCN library. multiplex microsphere protease substrate cleavage. inhibition, % at 10 µM. 360,000 compounds, 0.17% hits. AID 588499, 2011; further: plate controls were buffer without enzyme for full effect and enzyme alone for no effect
GDH-TPI inh = GDH-TPI coupling enzyme inhibitors, primary screen, artefact control for M. tuberculosis FBA inhibitor project, biochemical, absorbance, full deck; AID 588335, 2011; GDH-TPI coupled enzyme counterscreen, NADH absorbance; inhibition, % at 4.8 µM; 360,000 compounds, 1.2% hits; in the data active means inhibition above about 30%;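 further: 0% = DMSO wells and 100% = wells lacking the enzyme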
PfHsp40 yeast = rescue of yeast from PfHsp40 toxicity, primary screen, S. cerevisiae, ATP luminescence | S. cerevisiae expressing PfHsp40, growth rescue | growth rescue, % at 12.5 µM | 340,000 compounds, 0.68% hits; in the data active means growth rescue above about 28%, passing the limit was not always enough; inconclusive means no clear call, values can overlap the other calls;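 further: yeast W303a lacking pdr1 and pdr3 grown in galactose medium; growth measured after three days at 30 °C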
BoNT F protease = BoNT/F light chain protease inhibitors, primary screen, biochemical, flow cytometry, MLPCN library | Multiplex microsphere protease cleavage assay | 360,000 compounds, 0.22% hits | inhibition, % at 10 µM; in the data active means inhibition above about 35%, passing the limit was not always enough; inconclusive means no clear call, values can overlap the other calls; further: plate controls were buffer without enzyme for full effect and enzyme alone for no effect
FadD28 binding = inhibitors of FadD28 bisubstrate probe binding, primary screen, biochemical, fluorescence polarization, single point; 360,000 compounds, 0.22% hits; Mycobacterium tuberculosis FadD28 fatty-acid-AMP ligase; AID 588549, 2011; inhibition, % at 12.5 µM; in the data active means inhibition above about 8.5%, passing the limit was not always enough; inconclusive means no clear call, values can overlap the other calls
* = called active by the depositor; ? = inconclusive; / = no result given. Unless noted, no stated cut-off is given here; in the data, active means inhibition above about 30%; inconclusive means no clear call, values can overlap the other calls; inactive means below that.

1) Cc1csc(SC(C)C(=O)NCC(=O)Nc2ccc(F)c(F)c2F)n1 (configuration not stated)
2) CCOC(=O)N1CCN(C(=O)CCNS(=O)(=O)c2ccccc2)CC1
3) CC(c1ccc(F)cc1)n1cc(C(=O)NCc2ccc3c(c2)OCO3)nn1 (configuration not stated)
4) O=C(CCNC(=O)OCc1ccccc1)NC1CCCCC1
5) CCCN1CCN(CCCNC(=S)Nc2ccc(F)cc2)CC1
6) O=C(O)C1(c2ccccc2)CCN(S(=O)(=O)c2ccc(Cl)s2)CC1

compound no.	1	2	3	4	5	6
Mtb BioA inh	/	-0.4	-0.8	-0.1	/	-1.5
Mtb FBA inh	3	2	-1	-1	0	-1
Anthrax LF inh2	-5	1	-2	-2	0	-6
Mtb UGM inh	-2.8	1.3	0.0	-0.5	-1.0	0.2
BoNT A protease	-0.4	1.1	-0.5	0.2	-0.6	-1.3
GDH-TPI inh	-4	13	-1	0	-3	-8
PfHsp40 yeast	-0.2	1.0	2.2	-1.0	-0.1	-0.7
BoNT F protease	1	1	-8	-1	-2	-4
FadD28 binding	-2.2	-1.4	-3.3	-2.7	-3.1	-1.9

7) CC(=O)NC1(C(F)(F)F)N=C2SCCN2C1=O (configuration not stated)
8) COc1cccc(C(=O)c2c[nH]c(C(=O)NCCCN(C)C)c2)c1
9) CCc1cc2c(=O)c(-c3nc4ccccc4n3C)c(COCC(=O)O)oc2cc1OC(=O)C(C)(C)C
10) Cc1cc(NC(=O)CSc2nnc(Nc3ccccc3)s2)no1
11) COC(=O)C1(CO)NC(c2ccc(C)cc2)C2C(=O)N(c3ccccc3)C(=O)C21 (configuration not stated)
12) CCOC(=O)N1CCC(=NNc2ccc(S(N)(=O)=O)cc2[N+](=O)[O-])CC1

compound no.	7	8	9	10	11	12
Mtb BioA inh	-0.6	-2.2	-0.6	/	-1.3	5.9
Mtb FBA inh	0	2	9	0	2	1
Anthrax LF inh2	-1	6	0	-5	-11	-1
Mtb UGM inh	-0.8	-2.5	0.2	-0.9	2.4	0.8
BoNT A protease	?	0.0	-3.8	-0.1	-3.5	-0.1
GDH-TPI inh	-5	0	13	-3	-3	2
PfHsp40 yeast	0.5	-2.6	1.7	-0.2	-1.4	-0.3
BoNT F protease	-9	-6	-6	1	-4	-2
FadD28 binding	-3.0	-0.2	0.0	-2.8	-1.6	0.7

13) O=C(Cn1cc([N+](=O)[O-])cn1)NCc1ccco1
14) COc1ccc(-c2nnc3ccc(SCC(=O)Nc4nc5ccccc5s4)nn23)cc1OC
15) CN1C(=S)SC(N(O)C(=O)NC2CCCCC2)C1(C)C (configuration not stated)
16) CC(C)c1cc(C(=O)N2CCCC(N3CCN(c4ccccc4F)CC3)C2)nc(N)n1 (configuration not stated)
17) CN(C)S(=O)(=O)c1cccc(NC(=O)c2cc(-c3cccs3)nc3ccccc23)c1
18) C=CCSC1=C(C#N)C(c2ccccc2Cl)CC(=O)N1 (configuration not stated)

compound no.	13	14	15	16	17	18
Mtb BioA inh	/	-0.6	0.2	0.8	1.1	-1.5
Mtb FBA inh	2	-4	0	1	28*	-4
Anthrax LF inh2	2	0	1	1	3	-4
Mtb UGM inh	0.5	2.0	3.1	-6.3	1.5	-1.6
BoNT A protease	-0.8	0.0	?	-0.2	8.2	2.9
GDH-TPI inh	-5	17	15	1	11	-5
PfHsp40 yeast	0.8	-0.8	0.3	-1.1	-0.1	-1.5
BoNT F protease	1	-1	7	3	2	-8
FadD28 binding	-1.6	-2.4	-0.8	-2.5	-5.4	-1.2

19) Cc1[nH]c2ccccc2c1C(=O)C(=O)N1CCN(C)CC1
20) O=[N+]([O-])c1ccccc1S(=O)(=O)NCCSc1ccccc1
21) COCCCNC(=S)NCCc1ccc(F)cc1
22) COc1cccc(C(=O)Nc2cccc(-c3nc4ncccc4o3)c2C)c1
23) O=C(/C=C/c1ccc(Cl)cc1)Nc1ccc(N2CCOCC2)cc1
24) CCOC(=O)c1[nH]cnc1C(=O)Nc1ccccc1

compound no.	19	20	21	22	23	24
Mtb BioA inh	-0.4	-2.3	0.1	-1.4	/	/
Mtb FBA inh	-1	-4	3	2	2	-1
Anthrax LF inh2	-1	-5	0	-3	-3	-6
Mtb UGM inh	2.8	2.4	0.8	-2.7	1.4	2.0
BoNT A protease	0.1	0.2	-1.3	-0.2	-0.5	-0.3
GDH-TPI inh	-3	-2	7	3	4	3
PfHsp40 yeast	1.5	-1.1	-0.8	0.6	0.4	0.1
BoNT F protease	-4	16	-3	-5	1	-4
FadD28 binding	0.7	-1.6	-1.7	-4.8	0.8	-0.7

25) O=C(CSc1nc2[nH]c(=O)cc(O)c2s1)Nc1ccc(Br)cc1
26) COc1ccc(NC(=S)N2CCN(CCN3C(=O)c4cccc5cccc(c45)C3=O)CC2)cc1
27) C[C@H]1CN(c2ccc(Br)cc2)C(=O)[C@@H]1CC(=O)Nc1ccccc1
28) O=C(NCc1cccs1)c1ccc([N+](=O)[O-])cc1
29) CC(=O)c1nc(-c2ccccc2)sc1C
30) CCOC(=O)C1(C(=O)OCC)C(C)CC(=O)N1c1ccccc1OC (configuration not stated)

compound no.	25	26	27	28	29	30
Mtb BioA inh	-5.5	-1.5	1.0	/	/	/
Mtb FBA inh	6	2	-1	6	-6	-3
Anthrax LF inh2	1	-2	-1	0	-6	0
Mtb UGM inh	-0.5	-1.7	/	1.5	2.3	/
BoNT A protease	0.4	-0.1	0.1	-0.1	-1.1	0.3
GDH-TPI inh	32*	-2	7	5	-1	-5
PfHsp40 yeast	-0.4	0.8	/	-2.5	-0.8	/
BoNT F protease	11	-6	-6	-5	-4	0
FadD28 binding	0.8	-3.1	-1.1	0.8	-4.2	-0.5

31) COc1cc(C(O)c2nc(-c3cccs3)cs2)ccc1F (configuration not stated)
32) NS(=O)(=O)c1ccc(N/N=C/c2ccccc2C(=O)O)c([N+](=O)[O-])c1
33) C/C(=N\NC(=O)c1cccs1)C(C)(C)C
34) Fc1cccc(Cc2noc(CN3CCN(C4CCc5ccccc5C4)CC3)n2)c1 (configuration not stated)
35) O=C(O)c1ccccc1SCC(=O)N1CCOCC1
36) O=C(NCC(=O)N(c1ccccc1)C(C(=O)NC1CCCCC1)c1cccnc1)c1ccco1 (configuration not stated)

compound no.	31	32	33	34	35	36
Mtb BioA inh	0.4	/	-5.2	/	/	0.5
Mtb FBA inh	0	-11	0	5	2	0
Anthrax LF inh2	2	1	-1	-1	-4	0
Mtb UGM inh	/	0.8	2.8	-0.3	-0.4	-1.9
BoNT A protease	0.0	-1.3	-0.3	-1.0	-1.1	-0.5
GDH-TPI inh	-11	25	8	2	1	-5
PfHsp40 yeast	/	-0.5	0.6	0.5	-0.1	1.6
BoNT F protease	0	-1	-1	-12	-16	10
FadD28 binding	-5.0	0.6	0.1	0.0	0.6	-1.8

37) CC1CCCC(C)N1CCNC(=O)CCc1nnc2n(Cc3ccccc3)c(=O)c3ccccc3n12 (configuration not stated)
38) O=C(Cn1cc(C(=O)C(=O)N2CCOCC2)c2ccccc21)Nc1cccc(C(F)(F)F)c1
39) COc1cccc(NC(=O)CSc2nnc(Cc3cccs3)n2-c2ccc(C)cc2)c1
40) COc1cccc(NC(=O)CCC2CCN(Cc3nccs3)CC2)c1
41) Cc1cc(NS(=O)(=O)c2ccc(NS(=O)(=O)c3ccc(CC(C)C)cc3)cc2)nc(C)n1
42) O=C(O)CNC(=O)c1ccc(NS(=O)(=O)c2ccc3ccccc3c2)cc1

compound no.	37	38	39	40	41	42
Mtb BioA inh	-2.4	-0.4	6.4	1.6	/	0.2
Mtb FBA inh	2	-2	2	0	2	0
Anthrax LF inh2	-8	4	-7	2	-7	0
Mtb UGM inh	-3.3	/	0.1	0.4	4.6	-3.4
BoNT A protease	-0.1	0.2	?	-3.3	0.0	-2.6
GDH-TPI inh	5	5	9	4	-3	0
PfHsp40 yeast	-0.4	/	2.8	-1.5	0.8	-1.1
BoNT F protease	-5	3	7	-2	-6	-32
FadD28 binding	-1.1	-0.8	-2.4	-0.8	-0.5	-2.7

Given with two lines to a compound: 3 of the compounds above
Order of results – Mtb BioA inh | Mtb FBA inh | Anthrax LF inh2 | Mtb UGM inh | BoNT A protease | GDH-TPI inh | PfHsp40 yeast | BoNT F protease | FadD28 binding
(32) NS(=O)(=O)c1ccc(N/N=C/c2ccccc2C(=O)O)c([N+](=O)[O-])c1
 : / | -11 | 1 | 0.8 | -1.3 | 25 | -0.5 | -1 | 0.6
(18) C=CCSC1=C(C#N)C(c2ccccc2Cl)CC(=O)N1 (configuration not stated)
 : -1.5 | -4 | -4 | -1.6 | 2.9 | -5 | -1.5 | -8 | -1.2
(2) CCOC(=O)N1CCN(C(=O)CCNS(=O)(=O)c2ccccc2)CC1
 : -0.4 | 2 | 1 | 1.3 | 1.1 | 13 | 1.0 | 1 | -1.4

Next entries:
43) COc1ccc2c(c1OC)C(=O)N(c1ccc(O)cc1)C2=O
44) COc1cc(N)c(Cl)cc1Cl
45) CCc1ccc(/C=C\C(=O)N2CCc3ccccc3C2)cc1
46) CC(=O)c1ccc(-n2nnnc2SCC(=O)Nc2cccc(NC(=O)c3ccco3)c2)cc1
47) COCCCNS(=O)(=O)c1ccc2c3c(cccc13)C(=O)S2
48) Cc1ccccc1S(=O)(=O)Cc1ccc(C(=O)NC2CCCCCC2)o1

compound no.	43	44	45	46	47	48
Mtb BioA inh	/	/	/	0.6	4.5	/
Mtb FBA inh	1	-3	5	-1	6	1
Anthrax LF inh2	-5	6	1	1	0	-2
Mtb UGM inh	2.0	-2.7	-1.1	1.4	-0.9	1.4
BoNT A protease	-0.2	-1.0	0.5	-0.4	-0.4	0.5
GDH-TPI inh	1	-4	7	18	6	4
PfHsp40 yeast	0.9	-0.4	2.9	-1.7	-1.5	0.0
BoNT F protease	-2	-4	16	-7	2	2
FadD28 binding	-3.0	-2.3	-0.6	-3.0	-3.2	-1.5

49) COC(=O)NNC(=O)c1cccc(C)c1
50) CN(CCCC(=O)N1CCN(c2ncccn2)CC1)S(=O)(=O)c1ccc(F)cc1
51) CC1=NNC(=O)C1CCC(=O)N/N=C(\C)c1ccc(Cl)cc1 (configuration not stated)
52) Cc1ccc(NC(=O)CN(C)S(=O)(=O)c2cccc3cccnc23)c(C)c1
53) Cc1nc2ncccn2c1-c1csc(Nc2ccc(S(N)(=O)=O)cc2)n1
54) O=C(CCNS(=O)(=O)c1ccccc1)N1CCCC1

compound no.	49	50	51	52	53	54
Mtb BioA inh	-1.5	-0.8	-0.7	0.9	3.7	0.1
Mtb FBA inh	0	-2	-3	2	-5	-1
Anthrax LF inh2	-1	1	-4	4	-24	3
Mtb UGM inh	2.2	0.1	0.8	-0.2	1.0	1.5
BoNT A protease	0.4	0.4	-0.5	1.5	0.1	0.2
GDH-TPI inh	-3	-4	3	5	14	7
PfHsp40 yeast	-1.1	1.1	-0.6	-0.3	-0.7	-0.2
BoNT F protease	-4	4	3	-4	?	-4
FadD28 binding	-2.3	-3.1	-4.1	-1.3	0.3	-0.1
